Bioassay records deposited in PubChem BioAssay by Fisher Drug Discovery Resource Center.
NPYLR7 agonist: activates Aedes aegypti NPYLR7 receptor | AID 1259423 | 0.15% of 270,000 active | HEK293T NPYLR7/Galpha15, GCaMP6s calcium fluorescence | activation, % at 10 µM; in the data active = activation above about 40%;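 note: 0% = vehicle and 100% = reference agonist at the receptor; some compounds past the cut are filed as inactive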
hcGAS inh: blocks human cGAS activity. inhibition, % at 12.5 µM. 0.081% of 290,000 active. Q8N884. recombinant h-cGAS, ATP depletion, Kinase-Glo luminescence;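 note: 0% = vehicle reaction and 100% = reaction without DNA for no activity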
Target sequence (Q8N884 whole entry, looked up): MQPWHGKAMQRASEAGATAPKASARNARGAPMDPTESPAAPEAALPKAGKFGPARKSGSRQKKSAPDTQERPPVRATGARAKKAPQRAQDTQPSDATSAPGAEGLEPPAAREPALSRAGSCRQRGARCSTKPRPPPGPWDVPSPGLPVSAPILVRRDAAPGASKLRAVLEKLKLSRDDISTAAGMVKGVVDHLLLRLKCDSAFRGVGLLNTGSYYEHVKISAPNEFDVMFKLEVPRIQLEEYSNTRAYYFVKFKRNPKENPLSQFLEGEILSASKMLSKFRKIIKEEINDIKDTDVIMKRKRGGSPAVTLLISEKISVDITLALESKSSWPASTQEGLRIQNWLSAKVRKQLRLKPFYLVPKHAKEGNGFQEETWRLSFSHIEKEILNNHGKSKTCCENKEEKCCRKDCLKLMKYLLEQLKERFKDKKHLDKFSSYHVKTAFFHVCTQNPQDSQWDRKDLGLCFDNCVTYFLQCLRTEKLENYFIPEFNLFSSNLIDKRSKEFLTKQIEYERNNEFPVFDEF
mcGAS lum: mouse cGAS inhibition by luminescence. recombinant cGAS, Kinase-Glo ATP depletion luminescence. inhibition, % at 12.5 µM. Q8C6L5. 0.15% of 160,000 active;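 note: 0% = negative control wells and 100% = reference inhibitor with no enzyme activity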
* hit, by the source's call; / = not tested or not shown; & = joins results of further samples. Cut-off read from the data, not from the text of the source, unless noted: active = inhibition above about 40%; inactive = the rest.

compound | mcGAS lum | hcGAS inh | NPYLR7 agonist
CCOC(=O)c1cnc(C)nc1NCCSCc1ccco1 | -3.8 | -1.8 | 22.5
CC1(C)CC1(CNC1CCSCC1)c1ccccc1 (stereo not given) | -9.4 | -1.4 | -3.0
Cc1ccc(Nc2nc3nonc3nc2N(C)C)cc1 | -6.9 | -2.4 | -1.2
CC(C)(C)c1cc(CN2CCN(S(=O)(=O)c3ccccc3)CC2)[nH]n1 | / | -4.4 | -2.5
Cc1noc(C)c1C(=O)N(Cc1ccsc1)CC1CCCO1 (stereo not given) | / | -3.8 | -3.4
COc1ccc([N+](=O)[O-])cc1NC1=NS(=O)(=O)c2cc([N+](=O)[O-])ccc21 | -4.0 | -3.3 | 0.7
Cc1cccc(C(=O)O/N=C\c2ccc(Br)cc2)c1 | / | -2.0 | 1.0
Cc1cnn(-c2cc(N/N=C\c3c(F)c(F)c(F)c(F)c3F)ncn2)c1 | -6.8 | -3.5 | -1.4
CC(=O)c1c(C)[nH]c(-c2csc(N)n2)c1C | / | -3.2 | 11.0
CCn1c(C2CCN(C(=O)Cc3ccccn3)CC2)nn(C)c1=O | / | -7.7 | 7.4
COc1cccc(C2C(=C(O)c3ccc(C)cc3)C(=O)C(=O)N2CCN(C)C)c1 (stereo not given) | -5.6 | -2.7 | 1.3
COc1cccc(C(=O)Nc2c3c(nn2C(C)(C)C)CSC3)c1OC | -8.1 | -4.6 | 1.5
Cc1cc(CC(C)NC(=O)c2cc(COc3cccc(F)c3)[nH]n2)n[nH]1 (stereo not given) | -17.2 | -5.4 | 17.1
CCc1cccc2c(C(CC(=O)N3CCC(n4c(=O)[nH]c5ccccc54)CC3)c3cccc(OC)c3OC)c[nH]c12 (stereo not given) | 0.3 | 3.3 | /
COc1ccccc1C1NC(=O)N(C)C2=C1C(=O)N(CCC(=O)N1CCN(c3ccccc3F)CC1)C2 (stereo not given) | 0.9 | 1.7 | -0.1
COc1cccc(Cn2c(C(=O)N3CCN(C(=O)COc4ccccc4)C(C)C3)cc3ccsc32)c1 (stereo not given) | -6.3 | -5.8 | -1.1

Five compounds from above with just hcGAS inh and mcGAS lum:
| canonical_smiles | hcGAS inh | mcGAS lum |
| --- | --- | --- |
| COc1cccc(C2C(=C(O)c3ccc(C)cc3)C(=O)C(=O)N2CCN(C)C)c1 (stereo not given) | -2.7 | -5.6 |
| COc1cccc(C(=O)Nc2c3c(nn2C(C)(C)C)CSC3)c1OC | -4.6 | -8.1 |
| Cc1cc(CC(C)NC(=O)c2cc(COc3cccc(F)c3)[nH]n2)n[nH]1 (stereo not given) | -5.4 | -17.2 |
| CCc1cccc2c(C(CC(=O)N3CCC(n4c(=O)[nH]c5ccccc54)CC3)c3cccc(OC)c3OC)c[nH]c12 (stereo not given) | 3.3 | 0.3 |
| COc1ccccc1C1NC(=O)N(C)C2=C1C(=O)N(CCC(=O)N1CCN(c3ccccc3F)CC1)C2 (stereo not given) | 1.7 | 0.9 |

The main list resumes, repeating the 3 entries before the break.
compound | mcGAS lum | hcGAS inh | NPYLR7 agonist
CCc1cccc2c(C(CC(=O)N3CCC(n4c(=O)[nH]c5ccccc54)CC3)c3cccc(OC)c3OC)c[nH]c12 (stereo not given) | 0.3 | 3.3 | /
COc1ccccc1C1NC(=O)N(C)C2=C1C(=O)N(CCC(=O)N1CCN(c3ccccc3F)CC1)C2 (stereo not given) | 0.9 | 1.7 | -0.1
COc1cccc(Cn2c(C(=O)N3CCN(C(=O)COc4ccccc4)C(C)C3)cc3ccsc32)c1 (stereo not given) | -6.3 | -5.8 | -1.1
CCNC(=O)CNc1cccc(Cl)c1C | / | 0.7 | 0.6
O=c1c2cnc3nc(-c4ccncc4)nn3c2ccn1C1CCCC1 | / | -0.7 | 5.4
CCOC(=O)C1CCN(c2nc(C(C)C)nc3sc(C)c(C)c23)CC1 | -3.7 | -11.2 | -0.6
O=C(Nc1ccc(Nc2cc(-n3cccn3)ncn2)cc1)C1CCCO1 (stereo not given) | -5.0 | -2.0 | -8.1
CC(C)(Oc1ccccc1OC(=O)c1ccccc1)C(=O)CBr | -5.2 | 4.8 | -4.4
O=C([C@@H]1C[C@H]1c1ccccc1)N1CCC(c2ccncc2)CC1 | -15.8 | -3.0 | 1.3
COc1cc(C)ccc1S(=O)(=O)N1CCC(c2c[nH]c3ccc(C)cc23)CC1 | -6.4 | -10.8 | 30.8
COc1ccc2[nH]c3c(c2c1)CCN(C(=O)c1cc(F)cc(F)c1)C3c1ccc(OCc2ccccc2)cc1 (stereo not given) | -5.9 | -7.8 | -1.0
COc1cccc(Cc2nsc(N3CCC(CNC(=O)c4cc(OC)cc(OC)c4)CC3)n2)c1 | -3.9 | -4.0 | 7.2
Nc1nnnn1/N=C\c1c[nH]c2ccccc12 | / | 2.0 | -4.5
CCN(CCS(=O)(=O)c1ccccc1)CC(=O)N(C)C | / | -6.4 | 5.5
COCC1(C(=O)N2CCN(CCn3cncn3)CC2)CCC1 | -14.3 | -0.3 | 4.9
Cc1cc(C)cc(-n2ccnc(SCC(=O)NCCc3ccccc3)c2=O)c1 | -7.5 | -4.0 | -1.9
COC(=O)c1sccc1NC(=O)c1cc(OC)cc(OC)c1 | / | -10.4 | 10.8
COc1ccc2nc(-c3ccc(C)c(NC(=O)C(C)Oc4ccccc4F)c3)cn2n1 (stereo not given) | -9.2 | -5.6 | -1.4
CCC(CC)C1C2=C(CCCC2=O)OC(=N)C1C#N (stereo not given) | 0.0 | -1.2 | 8.7

As entered above.
Value for CCN(CCS(=O)(=O)c1ccccc1)CC(=O)N(C)C under NPYLR7 agonist: 5.5
Value for Nc1nnnn1/N=C\c1c[nH]c2ccccc12 under hcGAS inh: 2.0

Additional results
compound | mcGAS lum | hcGAS inh | NPYLR7 agonist
Cc1nc(C)n(C(Oc2ccc(Cl)cc2Cl)C(=O)C(C)(C)C)n1 (stereo not given) | / | 4.1 | -7.3
CCC1c2cccn2CCN1C(=O)c1cccc(NCc2cccnc2)c1C (stereo not given) | -14.8 | -2.8 | 19.5
O=C(NCC1CN(c2cccc(Cl)c2)C(=O)O1)c1ccccc1S(=O)(=O)C(F)F (stereo not given) | / | -2.0 | 2.5
Cc1c(C(=O)NCCOc2ccccc2)cnc2c(-c3cccc(Cl)c3)cnn12 | -6.7 | -2.3 | 24.5
Cc1c(C(=O)NCc2ccc(Cl)c(Cl)c2)sc(=O)n1CCOc1ccc(F)cc1 | / | -5.7 | 12.8
CCN(CC)CCn1cc(NC(=O)Cc2ccccc2Cl)cn1 | / | -6.3 | 2.7
COc1cccc(CSc2nnc(C(C)NC(=O)COCc3ccccc3)n2-c2cc(Cl)ccc2C)c1 (stereo not given) | -5.2 | -2.5 | -2.6
CC(C(=O)O)(c1ccccc1)c1ccccc1 | -2.8 | 5.2 | -3.6
CCOC(=O)c1ccc(NC(=O)NCc2nnc(SCc3ccc(F)cc3)n2-c2ccc(C)cc2)cc1 | -4.1 | -7.5 | 16.1
O=C1C(=O)N(Cc2ccccc2)C23C1=C(c1ccc(F)cc1)OC2(O)c1ccccc1C3(O)O (stereo not given) | / | -6.9 | 0.0
CN(C)C(CNc1cccc(Cl)c1C#N)c1ccccc1 (stereo not given) | -6.2 | 0.7&-3.4 | -1.8&6.9
O=C1NN(c2ccc(F)cc2)C(=O)/C1=C\c1cnn(-c2ccccc2)c1 | 2.2 | -2.5 | 0.5
O=C(CCc1cccnc1)N1CCCC(N2CCN(Cc3ccc4c(c3)OCO4)CC2)C1 (stereo not given) | -8.0 | -9.4 | -0.1
COc1ccccc1-n1nc(C(C)C)nc1CCn1cccn1 | -8.5 | -5.8 | /
COCCN1CCCN(C(=O)c2cnc3c(cnn3C(C)C)c2)CC1 | / | -9.3 | -0.8
CN(CCO)C(=O)c1cccc(O)c1 | / | -4.4 | 22.2
O=C(O)c1cccc(CC2CCN(C(=O)CCn3cncn3)C2)c1 (stereo not given) | -11.7 | -5.7 | 6.1
Cc1ccc(Cc2nc(N3CCN(C(=O)c4cccc(Cl)c4)CC3)c3c(C)nn(-c4ccc(F)cc4)c3n2)cc1 | -5.8 | -7.3 | 2.0
CSC1CCCC1N(C)C(=O)CNC(=O)c1cc(C)oc1C (stereo not given) | / | 5.8 | 2.5
COc1ccc(/C=C2\C=C(c3ccccc3)N(c3ccc4ccccc4c3)C2=O)cc1 | -4.6 | -3.0 | 10.7
CCCCN1CCN(C(=O)CCNC(=O)c2ccc(F)cc2)CC1=O | -19.3 | -5.1 | 8.0
Cc1ccc(CC(=O)N2CCCC(O)(C(F)(F)F)C2)cc1 (stereo not given) | / | -6.1 | 5.3
Clc1ccc(N2CCN(N=Cc3ccccc3Br)CC2)cc1 | -7.7 | -5.3 | 6.2
CN1CCC2(CC1)CN(C(=O)c1cccc3cccnc13)CCN2C | -10.9 | -2.6 | 3.9
CCCCCCC1C2=C(CC(C)(C)CC2=O)OC(=N)C1C#N (stereo not given) | -7.3 | -3.0 | -1.3
Cc1ccc(C)c(C2=NN(C(=O)CN3CCCCC3C)C(c3ccc(Cl)cc3)C2)c1 (stereo not given) | 1.2 | 1.1 | -9.5
COC(=O)C1CCN(C(c2ccc([N+](=O)[O-])cc2)C2Sc3nc(C)nn3C2=O)CC1 (stereo not given) | / | -6.1 | 4.2
O=C(NC1CCN(C2CC2)CC1)c1ccccc1-c1ccc(C(F)(F)F)cc1 | / | -13.3 | 7.0
Cc1ccc(C)c(CN(Cc2nc(C(=O)N3CCN(C)CC3)co2)C(C)C(C)C)c1 (stereo not given) | -6.1 | -3.8 | -3.2
COC(=O)CN1C(=O)CNC12CCN(C(=O)/C=C/c1ccc(C)cc1)CC2 | / | -4.2 | 0.3
CC(C)c1cc(NCc2cccnc2N2CCN(c3ccccn3)CC2)ncn1 | / | -1.4 | 11.8
O=C(Cn1ccnc1)N1CCCCCCC1 | -15.4 | -10.0 | 13.1
O=C(c1ccco1)N1CCCC(OCc2cccc([N+](=O)[O-])c2)C1 (stereo not given) | / | -0.4 | -1.4
Cc1nc2cc(NC(=O)C(C)c3cccc(C(=O)c4ccccc4)c3)ccc2s1 (stereo not given) | -5.8 | -4.7 | -6.6
O=C(c1cc([N+](=O)[O-])cc([N+](=O)[O-])c1)N1CCc2nc(-c3ccccc3)nc(N3CCCCC3)c2C1 | 1.2 | -4.6 | -9.6
N#CCSc1ccc2nnc(CCNC(=O)c3ccccc3)n2n1 | -3.8 | 0.5 | 3.3
O=C(c1cn(CC2CCCO2)nn1)N1CCN(Cc2cccc(Cl)c2)CC1 (stereo not given) | / | -5.7 | 4.4
Cc1ccc(-n2ncc3c2CCCC3NC(=O)c2cc(C3CC3)on2)cc1C (stereo not given) | -8.0 | -6.5 | 14.9
CCCNC(=O)Nc1ccc(-c2c(-c3ccc4c(c3)OCO4)nn(-c3cccc(C)c3)c2OC(C)=O)cc1 | 1.2 | 5.9 | -10.4
Cc1ccc(N2CCCn3c2nc2c3c(=O)n(CCN3CCCCC3)c(=O)n2C)c(C)c1 | / | -10.6 | 0.2
CC1(C)Nc2ccccc2-c2c1sn(C1CCCCC1)c2=S | -4.3 | -4.3 | 2.3
CC1CCCN(S(=O)(=O)c2ccc(NC(=O)/C=C/c3ccc4c(c3)OCO4)cc2)C1 (stereo not given) | / | -9.3 | -0.3
Fc1cccc(C2c3cccn3CCCN2Cc2cccc(Oc3ccccc3)c2)c1 (stereo not given) | -4.8 | -6.9 | 13.6
O=C1c2ccc([N+](=O)[O-])cc2C(=O)N1Cc1ccccc1 | -4.4 | -2.1 | 0.8
O=c1[nH]c(-c2ccc(Cl)s2)nc2c1CCC2 | / | -7.6 | -7.5
CC(C)CC(=O)NNC(=O)CC12CC3CC(CC(C3)C1)C2 | / | -7.6 | -1.9
Cc1cc(C)c2oc(-c3cccc(NC(=O)c4cc([N+](=O)[O-])ccc4Cl)c3)nc2c1 | -4.4 | -6.8 | 5.9
Cc1cc(C(=O)N=Nc2c(O)[nH]c3ccccc23)c(C)o1 | -5.3 | -1.2 | -3.4
CN(C)[C@@H]1C[C@@H](C(=O)O)N(C2CCN(C(=O)c3ccccc3)CC2)C1 | / | -6.1 | 8.0
CN1C(=CC(=O)c2cc3ccccc3oc2=O)C(C)(C)c2ccccc21 | / | -13.3 | 13.3
COCCN=c1scc(-c2ccc(OC(F)F)cc2)n1N=CC1CC2C=CC1C2 (stereo not given) | -5.1 | -7.6 | 1.1
COc1cc(-c2onc(C)c2C(=O)NCCC2(C)OCCO2)cc(OC)c1OC | -6.5 | -6.9 | 4.4
CNC(=O)c1nnc2n1CCN(C(=O)COc1ccccc1)C2 | / | -6.4 | 7.5
CC(C)NC(=O)CSc1cn(CC(=O)N2CCOCC2)c2ccccc12 | -7.0 | -4.8 | -7.2
CC(C)Cc1nc(N2CCCN(C(=O)CSc3ccccc3)CC2)c2c(-c3cccc(C(F)(F)F)c3)noc2n1 | 2.4 | 3.3 | -5.0
COc1ccc(-c2n[nH]c(=S)n2-c2ccc(OC)cc2)cc1 | -0.5 | -0.6 | 4.8

Continued:
compound | mcGAS lum | hcGAS inh | NPYLR7 agonist
COc1ccc(OC)c(C2C(C(=O)c3cccs3)=C(O)C(=O)N2CCCN(C)C)c1 (stereo not given) | -5.1 | -2.2 | 8.4
COc1ccc(N2CCN(C(=O)c3csc(CSc4nnc(-c5ccco5)n4-c4ccc(F)cc4)n3)CC2)cc1 | -5.7 | -2.8 | 17.9
CC1CCCN(C(C)CNC(=O)c2ccc(F)cc2Cl)C1 (stereo not given) | / | -13.9 | 1.3
O=C(CCCC(=O)N1CCCC2(CCNCC2)CC1)c1ccccc1 | -17.9 | -0.1 | 2.1
Fc1ccc(Br)cc1C1CC(c2cccc(Br)c2)=Nc2nnnn21 (stereo not given) | / | 2.1 | 5.0
